# Rin1 Abl inh – inhibitors of human Rin1-Abl protein interaction. P00519+Q13671. TR-FRET Rin1/Abl binding, biochemical. inhibition, % at 7.35 µM. 360,000 compounds, 0.4% hits. AID 588664; in the data active = inhibition above about 5%, passing the limit was not always enough
# bovine MsrA act – activators of bovine methionine sulfoxide reductase A; activation, % at 10.6 µM; purified bovine MsrA, absorbance read-out; 360,000 compounds, 0.3% hits; AID 602163; in the data active = activation above about 7.5%;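 note: 0% = vehicle and 100% = reference activator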
# MT1-MMP act inh – blocks activation of human MT1-MMP | P50281 | HT1080 RFP-PRO-GFP cells, GFP/RFP ratio fluorescence, overnight; percent of plate control window, DMSO zero | GFP/RFP ratio change, % at 20 µM | 360,000 compounds, 0.061% hits | AID 651647;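 active = GFP/RFP ratio change of at least 30% with cell ATP level not reduced by more than half and red fluorescence within 50% of control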; note: strong numbers were not always called active
#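 Test system: HT1080 cells expressing an RFP-PRO-GFP fluorescent reporter construct / Compound dosing: single-point 20 µM compound, 1% DMSO / Schedule: cells overnight before dosing, compound overnight, 37 °C, 5% CO2 / Evaluation: GFP/RFP fluorescence ratio / Control set: DMSO and RFP-L50D-GFP cell wells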
# CSN deneddyl inh – blocks human CSN-mediated cullin deneddylation; Q92905; Purified CSN, SCF-Nedd8-OG deneddylation, fluorescence polarization; inhibition, % at 12.5 µM; 360,000 compounds, 0.38% hits; AID 651999;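 active = pattern-corrected inhibition above about 35%, with an unprinted fluorescence ratio check between 0.5 and 1.5, limit read from the data, passing the limit was not always enough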;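 note: 0% = enzyme with substrate and 100% = substrate without enzyme; some results filed as inactive read as strong as hits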
# Target sequence (Q92905 whole entry, looked up, one chain of several): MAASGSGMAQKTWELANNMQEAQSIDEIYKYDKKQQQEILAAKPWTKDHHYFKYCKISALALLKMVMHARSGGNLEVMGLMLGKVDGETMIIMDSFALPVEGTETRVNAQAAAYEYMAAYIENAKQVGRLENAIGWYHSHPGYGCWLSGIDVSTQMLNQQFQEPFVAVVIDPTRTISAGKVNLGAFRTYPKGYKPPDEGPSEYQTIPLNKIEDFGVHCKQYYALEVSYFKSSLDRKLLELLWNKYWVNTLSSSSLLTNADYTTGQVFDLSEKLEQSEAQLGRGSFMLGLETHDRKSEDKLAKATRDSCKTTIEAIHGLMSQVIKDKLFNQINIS
#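 Assay system: Purified human Csn5 enzyme expressed in HEK293T cells | Amount: Enzyme 0.24 nM | Measured by: Fluorescence polarization readout | Medium: Tris/NaCl/DTT buffer, pH 7.5 | Compound dosing: One concentration, 12.5 µM, 0.25% DMSO | Times: 90 min incubation of compound, enzyme and substrate at room temperature | Control set: no-enzyme wells high, enzyme-with-substrate wells low | Read-out: % inhibition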
# MLLE-PAM2 inh – inhibitors of microRNA-mediated deadenylation, human PABP1 MLLE binding. P11940. GST-MLLE / FITC-PAM2 fluorescence polarization. inhibition, % at 20 µM. 360,000 compounds, 0.36% hits. AID 588489; in the data active = inhibition above about 35%, passing the limit was not always enough;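 note: plate controls were DMSO wells with GST-MLLE for no effect and wells lacking GST-MLLE protein for full effect; some results filed as inactive read as strong as hits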
# Target sequence (P11940 whole entry, looked up): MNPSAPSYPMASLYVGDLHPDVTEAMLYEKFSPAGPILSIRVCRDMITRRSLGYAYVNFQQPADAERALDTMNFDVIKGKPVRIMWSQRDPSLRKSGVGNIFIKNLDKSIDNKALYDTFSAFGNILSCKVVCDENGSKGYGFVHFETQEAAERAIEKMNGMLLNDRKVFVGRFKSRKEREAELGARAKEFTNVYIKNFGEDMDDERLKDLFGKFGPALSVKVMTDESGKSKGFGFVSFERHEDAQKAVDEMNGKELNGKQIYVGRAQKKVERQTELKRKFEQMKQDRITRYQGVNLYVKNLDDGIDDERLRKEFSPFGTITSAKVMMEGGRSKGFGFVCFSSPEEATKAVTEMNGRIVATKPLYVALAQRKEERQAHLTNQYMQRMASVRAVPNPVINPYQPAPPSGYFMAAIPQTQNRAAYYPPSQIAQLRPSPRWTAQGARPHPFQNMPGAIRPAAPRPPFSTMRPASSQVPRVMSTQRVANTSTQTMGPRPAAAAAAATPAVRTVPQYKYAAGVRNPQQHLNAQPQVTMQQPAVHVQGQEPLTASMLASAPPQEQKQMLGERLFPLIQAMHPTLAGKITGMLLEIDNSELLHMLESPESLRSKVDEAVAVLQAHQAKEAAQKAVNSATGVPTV
# Rpn11 inh – Rpn11 (human) deubiquitinase inhibition | O00487 | human 26S proteasome, Ub4-pepOG fluorescence polarization; 20S core pre-blocked with epoxomicin | calls only at 20 µM | 360,000 compounds, 0.59% hits | AID 588493;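 active = inhibition at 20 µM, scaled to each plate's controls, above about 33%, limit read from the data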
# MsrA inh – inhibits bovine methionine sulfoxide reductase A; purified bovine MsrA, absorbance read-out; AID 651718; 360,000 compounds, 0.75% hits; inhibition, % at 15.5 µM; in the data active = inhibition above about 4.5%;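 note: 0% = vehicle wells with enzyme and 100% = reference inhibitor wells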
# FAS-TE inh – inhibitors of human fatty acid synthase thioesterase domain; P49327; recombinant FAS-TE, OMFH fluorogenic substrate, fluorescence endpoint; inhibition, % at 15 µM; 360,000 compounds, 0.67% hits; AID 602261;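 active = compounds whose normalised, plate-corrected inhibition of enzyme fluorescence in the single-dose primary screen is 50% or more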;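 note: 0% = DMSO with enzyme and 100% = substrate without enzyme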
# eLon inh – inhibits E. coli Lon protease | P0A9M0 | purified E. coli Lon protease, fluorescence polarization | inhibition, % at 7.94 µM | 360,000 compounds, 0.42% hits | AID 602123; in the data active = inhibition above about 13%, passing the limit was not always enough;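 note: 0% = enzyme with probe and DMSO and 100% = no enzyme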
# * = called active by the depositor; i = inactive; / = not tested or not shown.
cpd | Compound | Rin1 Abl inh | bovine MsrA act | MT1-MMP act inh | CSN deneddyl inh | MLLE-PAM2 inh | Rpn11 inh | MsrA inh | FAS-TE inh | eLon inh
1 | Cc1c(F)cccc1NS(=O)(=O)c1ccc2c(c1)c(=O)n(C)c(=O)n2C | 10* | 1 | -5 | -2 | -10 | i | 2.0 | -2 | 11
2 | O=C1CC(N2CCN(C(c3ccccc3)c3ccccc3)CC2)C(=O)N1Cc1ccc(N2CCCC2=O)cc1 (centres undefined) | 5 | 0 | 7 | -2 | -10 | i | -0.7 | 24 | 0
3 | Cc1ccc(S(=O)(=O)NNC(=O)c2cc3cc4ccccc4nc3s2)cc1 | -3 | -2 | -2 | 2 | -13 | i | 1.7 | 5 | 5
4 | Cc1nn(CC(=O)Nc2ccc(C(=O)N3CCCCC3)cc2)c(=O)c2ccccc12 | 12* | -3 | -1 | -4 | 3 | i | 0.1 | -5 | -6
5 | CC1CCN(C(=O)COC(=O)c2ccc3ccccc3n2)CC1 | -1 | -3 | 6 | -1 | 5 | i | 0.5 | -8 | 3
6 | O=C(NCc1nc2ccccc2[nH]1)C1=C[C@@H](c2ccc(C(F)(F)F)cc2)C[C@@H](OCCCCO)O1 | 2 | -2 | 3 | 2 | -2 | i | 0.5 | 11 | -8
7 | O=C(Oc1ccc([N+](=O)[O-])cc1)c1cncc(Br)c1 | -2 | -8 | -2 | 1 | 6 | i | 2.7 | 23 | -2
8 | CCOC(=O)N1CCC(Nc2cc(C)nc3c(-c4ccccc4OC)c(C)nn23)CC1 | 6.2* | -2 | 3 | 2 | 2 | i | 0.9 | -4 | -17
9 | COc1ccc(Nc2nc(N3CCOCC3)nc(N3CCOCC3)n2)c(OC)c1 | -2 | 6 | 6 | 2 | -12 | i | -1.2 | 4 | -7
10 | COc1ccc(Cl)cc1-n1c(=S)sc2c(=O)n(-c3ccc(F)cc3)c(SCC(=O)O)nc21 | 4 | -2 | -7 | -3 | 44* | i | 2.5 | -8 | 0
11 | Cc1ccc(S(=O)(=O)NCC(C)n2nc(C)cc2C)cc1 (centres undefined) | 1 | -3 | -1 | 3 | 7 | i | -0.2 | -3 | -5
12 | COc1ccccc1N(CC(=O)Nc1ccc2c(c1)OCO2)S(=O)(=O)c1ccccc1 | 3 | -1 | 1 | 5 | -123 | i | -0.9 | 10 | 6
13 | CNC(=O)/C(C#N)=C/c1cn(CC(=O)NCc2ccco2)c2ccccc12 | -9 | -4 | 3 | -1 | 4 | i | 1.4 | -1 | 0
14 | O=C(NC(c1ccccc1)c1cnccn1)C1CCN(Cc2ccc(Cl)c(Cl)c2)CC1 (centres undefined) | -2 | -2 | 2 | 0 | 5 | i | 1.2 | 4 | -2
15 | Cc1ccc(Cl)c(OCC(=O)NC2CCN(Cc3ccccc3)CC2)c1 | -5 | 0 | -1 | -3 | -5 | i | -0.5 | 0 | 0

# (continued)
cpd | Compound | Rin1 Abl inh | bovine MsrA act | MT1-MMP act inh | CSN deneddyl inh | MLLE-PAM2 inh | Rpn11 inh | MsrA inh | FAS-TE inh | eLon inh
16 | CC(C#CCN1CCCCC1)OCCOCc1ccccc1 (centres undefined) | 1 | -3 | -3 | -4 | -5 | i | 0.1 | -8 | -3
17 | CC(C)OC(=O)C(CC(=O)O)N1CCOCC1 (centres undefined) | 0 | 1 | 2 | -1 | 3 | i | 1.4 | -4 | -5
18 | CCc1cccc(OCC2Cn3c(nc4c3c(=O)[nH]c(=O)n4C)O2)c1 (centres undefined) | 2 | -1 | -1 | 4 | 12 | i | 1.5 | -5 | -3
19 | Nc1cc(=O)[nH]c(SCc2nnnn2-c2ccc(Cl)cc2)n1 | 3 | -1 | 2 | 1 | 6 | i | 0.1 | -13 | -7
20 | Cc1cc(C)c(C(=O)CSc2nnc(N)s2)cc1C | 0 | -1 | -4 | 4 | 8 | i | 0.2 | -6 | 2
21 | C#CCOCCOCCOCCNc1nc(N2CCN(C(=O)[C@H](CCC(=O)O)n3cc(C(N)Cc4ccc(O)cc4)nn3)CC2)nc(N2CCN(C(=O)[C@H](Cc3cc4ccccc4[nH]3)n3cc(C(N)[C@H](C)CC)nn3)CC2)n1 (some centres undefined) | 3 | -2 | 1 | -1 | 2 | i | / | -10 | 0
22 | COc1ccc(N2CCN(S(=O)(=O)c3cn(C)c(=O)n(C)c3=O)CC2)cc1 | 1 | -1 | -3 | -2 | 9 | i | 0.9 | -5 | 4
23 | CC1C(=O)N(Cc2cn(CCC3OCCCO3)nn2)CCS(=O)(=O)N1Cc1ccc(-c2ccc(F)nc2)cc1 (centres undefined) | 3 | -6 | 3 | -4 | -7 | i | 0.4 | -5 | 2
24 | COc1ccccc1N1CCN(CC(O)c2ccccc2)CC1 (centres undefined) | 2 | -1 | 2 | 0 | -17 | i | 1.6 | -2 | 2
25 | COc1cc(NC(=O)CSc2ccc(-c3ccccn3)nn2)cc(OC)c1 | -2 | -2 | 7 | 0 | 1 | i | -0.4 | 1 | 0
26 | O=C(CCN1CCCCCC1)Nc1ccc(F)c(F)c1 | 1 | 5 | 2 | -3 | 8 | i | -1.0 | -7 | -1
27 | Cc1ccccc1NC(=O)c1sc2nc3c(c(-c4ccco4)c2c1N)CCC3 | -2 | -3 | -39 | 16 | 14 | i | 1.8 | 21 | -3
28 | CCCC(C)NC(=O)Cc1ccccc1[N+](=O)[O-] (centres undefined) | 3 | 1 | 3 | -4 | 4 | i | -1.2 | -8 | -7
29 | COc1ccc(COC(=O)C2=C(C)NC(=O)NC2c2cccc(Br)c2)cc1 (centres undefined) | -1 | -2 | -1 | 0 | 6 | i | -0.5 | 21 | -4
30 | COc1ccc(CCN2C(=O)C3C4CC(C5C(C(=O)N/N=C\c6ccc(Cl)cc6)=NOC45)C3C2=O)cc1OC (centres undefined) | -1 | -7 | 3 | -3 | -9 | i | 1.4 | -2 | -2

# (listing goes on)
cpd | Compound | Rin1 Abl inh | bovine MsrA act | MT1-MMP act inh | CSN deneddyl inh | MLLE-PAM2 inh | Rpn11 inh | MsrA inh | FAS-TE inh | eLon inh
31 | CCOCCCNC(=O)CC1Oc2ccc(C)cc2NC1=O (centres undefined) | 2 | -3 | -1 | -2 | 1 | i | -1.3 | -3 | -4
32 | O=C(COC(=O)COc1ccccc1)Nc1ccc2c(c1)OCCO2 | 6 | 1 | 0 | 0 | -7 | i | -1.3 | -11 | -5
33 | Nc1nnc(N2CCCCCC2)s1 | -2 | -2 | 11 | 1 | -17 | i | -1.1 | -9 | 2
34 | CCC(CC)C(=O)c1c[nH]c(C(=O)NCc2ccccc2OC)c1 | 7 | -1 | -12 | -2 | 6 | i | 1.1 | 3 | -3
35 | COc1cccc(-c2sc3ccc(OC)cc3c2C#CC(C)(C)O)c1 | 2 | -5 | 2 | 2 | -1 | i | 2.4 | 12 | 0
36 | O=C(NC1CCCCCC1)c1ccc(CN2CCOCC2)cc1 | 2 | -4 | 0 | -3 | 0 | i | -0.3 | -10 | 6
37 | CCCCOC(=O)C1CN(c2ccccc2)N=C1C(=O)OCC (centres undefined) | -2 | 0 | 0 | -1 | -10 | i | 53* | 11 | -23
38 | Cc1oncc1C(=O)N1CCCC(CO)(Cc2ccc(F)cc2F)C1 (centres undefined) | 0 | -2 | 0 | -5 | 11 | i | -0.1 | 1 | -4
39 | CS(=O)(=O)c1ccc2nc(NC(=O)c3cc4ccccc4o3)sc2c1 | -2 | -2 | -9 | 0 | 0 | i | 0.0 | -7 | -5
40 | Cc1cc(NC(=O)COC(=O)c2oc3c(Cl)cccc3c2C)no1 | 1 | -2 | 0 | 4 | -8 | i | -1.7 | -1 | -5
41 | COc1ccc2cc(CCNC(=O)c3ccc(S(=O)(=O)N4CCCC4)cc3)c(=O)[nH]c2c1 | -1 | -2 | -3 | 1 | -15 | i | 0.6 | -2 | 0
42 | CCOc1ccc(CCNC(=O)c2cc3c(C)nccc3[nH]c2=O)cc1OCC | 0 | -1 | 0 | 1 | 11 | i | 0.7 | -1 | -12
43 | COCC(C)N1CCC(n2nccc2NC(=O)c2ccc3c(c2)OCO3)CC1 (centres undefined) | 4 | -3 | 2 | 2 | -7 | i | -0.2 | -4 | -5
44 | CCN1CCN(c2cc(C)c3cc(NC(=O)Cc4ccccc4OC)ccc3n2)CC1 | 5 | -3 | -7 | 0 | -6 | i | 1.3 | -1 | -4
45 | COc1ccc(NS(=O)(=O)c2cccc(C(=O)N/N=C/c3cn(-c4ccccc4)nc3-c3ccccc3)c2)cc1 | 0 | -2 | -3 | -4 | -1 | i | 1.0 | 24 | 6

# Carrying on.
cpd | Compound | Rin1 Abl inh | bovine MsrA act | MT1-MMP act inh | CSN deneddyl inh | MLLE-PAM2 inh | Rpn11 inh | MsrA inh | FAS-TE inh | eLon inh
46 | O=C(CSc1nnnn1Cc1ccccc1)NCCc1ccccc1 | 5 | -2 | -1 | 1 | -2 | i | 0.6 | -3 | -2
47 | Cc1nn(C)cc1NC(=O)c1nn(C)cc1[N+](=O)[O-] | 0 | -4 | 1 | 0 | 0 | i | 0.1 | -10 | -2
48 | CC/C(=N\NC(=O)c1cc(C)nc2ccccc12)c1ccc(C)s1 | -1 | -1 | 4 | 1 | 7 | i | 0.1 | -1 | -6
49 | COc1ccc(CCNC(=S)N2CCN(S(=O)(=O)c3ccc(F)cc3)CC2)cc1 | 0 | -2 | 1 | -3 | -79 | i | 0.6 | -3 | -4
50 | Cc1ccc(S(=O)(=O)CCC(=O)N2CCN(c3ccccc3O)CC2)cc1 | 5 | -6 | 5 | -4 | 3 | i | -0.2 | -7 | 2
51 | C[C@@]12C(=O)OC(=O)[C@]1(C)C1CCC2O1 | 0 | -3 | -16 | -3 | -15 | i | -1.1 | -5 | -3
52 | O=C(Nc1ccc(S(=O)(=O)N2CCc3ccccc3C2)cc1)C1CCCO1 (centres undefined) | -3 | 1 | 7 | -4 | 2 | i | -0.9 | 4 | -5
